FBPA Giardia inh – Giardia lamblia aldolase inhibition | A8B2U2 | purified Giardia FBPA | Potency, µM (series often up to 59.6 µM), without a hit: at the highest dose activity, negative = inhibition, usual class: inhibitors | 0.71% of 290,000 active | AID 2451; also: potency is read from the fitted curve at half-maximal effect; nearly all actives have a fitted effect of over 55% in size
Target sequence (A8B2U2 whole entry, looked up): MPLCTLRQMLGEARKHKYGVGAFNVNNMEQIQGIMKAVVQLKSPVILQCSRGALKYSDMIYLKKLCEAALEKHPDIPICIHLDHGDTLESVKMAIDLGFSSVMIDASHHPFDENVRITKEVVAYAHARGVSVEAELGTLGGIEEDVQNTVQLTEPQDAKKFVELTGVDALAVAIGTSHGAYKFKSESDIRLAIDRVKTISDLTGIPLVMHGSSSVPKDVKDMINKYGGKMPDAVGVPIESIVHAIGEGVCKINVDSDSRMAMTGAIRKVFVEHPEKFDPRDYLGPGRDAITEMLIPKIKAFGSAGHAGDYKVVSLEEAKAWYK
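Giardia FBPA (40 nM reagent) was preincubated 10 min at RT with compound (up to 57.5 uM final), then substrate plus GAPDH/TPI/NAD/arsenate coupling system with diaphorase/resazurin was added; resorufin fluorescence (525/598 nm) was read after 20 min.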
AmpC inh detg – inhibitors of E. coli AmpC beta-lactamase with detergent; AmpC hydrolysis of nitrocefin, absorbance 480 nm, 0.01% Triton; P00811; 0.041% of 370,000 active; Potency, µM (doses to about 114 µM), without a hit: top-dose activity change, negative = inhibition, actives largely listed as inhibitors;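 also: potency is read from the fitted curve at half-maximal effect; 0% = no-compound wells and -100% = no-enzyme wells; nearly all actives have a fitted effect of over 25% in size; some results filed as inactive show a strong effect at the top dose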
Target sequence (P00811 whole entry, looked up): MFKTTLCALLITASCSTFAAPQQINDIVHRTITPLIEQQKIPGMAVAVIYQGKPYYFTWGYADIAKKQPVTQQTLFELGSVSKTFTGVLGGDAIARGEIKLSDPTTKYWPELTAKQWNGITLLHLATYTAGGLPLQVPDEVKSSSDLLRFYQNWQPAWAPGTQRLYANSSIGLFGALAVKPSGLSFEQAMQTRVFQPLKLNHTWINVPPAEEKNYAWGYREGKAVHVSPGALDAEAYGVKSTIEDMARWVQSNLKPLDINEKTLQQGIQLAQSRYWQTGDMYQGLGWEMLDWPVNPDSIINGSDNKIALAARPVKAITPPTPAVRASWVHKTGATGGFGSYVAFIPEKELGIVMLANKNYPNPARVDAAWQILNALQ
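AmpC (5.3 nM in the dispensed reagent) in 20 mM phosphate pH 7.0 with 0.01% (detergent screen) or 0.0001% Triton X-100 was preincubated with compounds for 15 min at room temperature. Nitrocefin was then added from an 800 uM solution, and hydrolysis was followed at 480 nm.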
AMA1 RON2 block – inhibitors of Plasmodium falciparum AMA1-RON2 interaction. 0.2% of 360,000 active. AID 720542. Potency, µM (titrated, usually from 58.2 µM), for inactives: top-dose activity change, negative = inhibition, most hits filed as inhibitors. AlphaScreen AMA1-biotinylated RON2 peptide binding;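 also: potency is read from the fitted curve at half-maximal effect; 0% = vehicle wells and -100% = peptide control; nearly all actives have a fitted effect of over 45% in size; some results filed as inactive show a strong effect at the top dose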
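AMA1 (3D7) with his tag at 25 nM final met compounds first, then biotinylated RON2 peptide at 25 nM; detection used donor plus acceptor beads, 10 µg/mL apiece, read by AlphaScreen after 30 min at room temperature.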
Sm TGR block – inhibitors of Schistosoma mansoni thioredoxin glutathione reductase | purified TGR, DTNB reduction, TNB absorbance 405 nm | Potency, µM (series often up to 114 µM), for inactives: top-dose activity change, negative = inhibition, actives largely listed as inhibitors | Q962Y6 | 3% of 360,000 active; also: potency is read from the fitted curve at half-maximal effect; nearly all actives have a fitted effect of over 60% in size
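First, TGR (20 nM dispensed) and NADPH were mixed with compound. Second, a 15 min room-temperature incubation followed. Third, further NADPH and then DTNB were added to start the reaction. Finally, TNB absorbance was monitored kinetically.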
HCMV inh – blocks human cytomegalovirus replication; 4.5% of 410,000 active; AID 1259415; HFF cells, HCMV-luciferase reporter, 72 h; hits give low values; activity change, negative = inhibition, % at 57.5 µM; in the data active = activity change below about -60%; inconclusive = no clear call, values can overlap the other calls; inactive = above about -39%
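Human foreskin fibroblasts infected with luciferase-reporter HCMV at MOI 1 PFU/cell, compounds at two doses. Luciferase measured 72 h post infection; normalized to buffer-only basal and Salinomycin (10uM) controls.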
HCV inh – HCV inhibition | Huh7.5.1 HCVcc-Cre infection, luciferase reporter, 44 h | Potency, µM (highest dose often 41.8 µM), for inactives: top-dose activity change, negative = inhibition, actives largely listed as inhibitors | 3.4% of 340,000 active; also: potency is read from the fitted curve at half-maximal effect
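HCVcc-Cre virus at an moi near 0.5 was added right after compound to cells cultured 4 h from seeding (1,000 cells/well). Luciferase activity was determined 44 h later, 15 min after substrate addition at RT.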
* hit, by the source's call; ? = inconclusive; / = no result given; & = joins results of further samples; [ ] = dose if it differs, or a comment. Unless noted, calls follow the shape of the dose curve; as a rule, active = well fitted curve in the direction sought with a large enough effect; inconclusive = small, poorly fitted or top-dose-only effect, or another doubt; inactive = no such curve, though single readings can be large; an effect the other way counts as inactive or inconclusive. Unless noted, % is scaled to controls: 0 for no effect and ±100 for the full control effect. Outcome played no part in choosing rows; 9.3% or so of the library scored in one or more.

compound,AmpC inh detg,FBPA Giardia inh,HCMV inh,HCV inh,Sm TGR block,AMA1 RON2 block
COC(=O)Cn1nc(-c2ccc(C)cc2)c2ccccc2c1=O,?,-1%,-37,12%,-1%,2%
NC(=O)CSc1nccn1Cc1ccc(Cl)cc1,-8%,1%,?,-2%,-5%,-13%
CCn1cc(/C=N\NC(=O)c2csc3ccccc23)c(C)n1,-10%,-8%,0,-28%,-3%,35%[activator]
COc1cc(OC)cc(-c2nc3ccccc3c(=O)o2)c1,-6%,0%,-10,11%,-29%,2%
O=C(COC(=O)c1ccc(Br)o1)NCCc1ccccc1,0%,6%,-36,6%,3%,-1%
Cc1cccc(NC(=S)NC2CC3CCCC(C2)N3Cc2cccs2)c1C (configuration not stated),?,-1%,24,-24%,-22%,2%
CC(=O)Nc1c2c(nn1-c1ccc(C)cc1C)CSC2,2%,4%,5,18%,-30%,-1%
Cc1ccc(C(=O)Oc2ccc3c(c2)ncn3C)cc1,-15%,1%,-18,-7%,15%,-1%
Cc1ccccc1-c1nnc(SCC#N)o1,2%,0%,-10,1%,5%,1%
CC(C)c1nnc(NC(=O)CS(=O)(=O)c2ccccc2)s1,-3%,-17%,4,17%,-9%,2%
Cc1cccc(N2CCN(C(=O)C3CCN(S(=O)(=O)c4c(C)noc4C)CC3)CC2C)c1 (configuration not stated),-2%&19%,-2%,-14&-29,?,-12%&-4%,-12%
CCOC(=O)c1c(C)[nH]c(C)c1C(=O)COC(=O)c1cc2ccccc2cc1O,-14%,-30%,-31,1%,-1%,-16%
CCOC(=O)c1oc2ccccc2c1NC(=O)c1ccco1,2%,/,?,?,1%,2%
Cc1cc(F)ccc1NC(=O)c1cccnc1,2%,4%,4,4%,-2%,-8%
CC(=O)c1ccccc1C(=O)N1CCCC(CCC(=O)N2CCN(c3ccccn3)CC2)C1 (configuration not stated),1%,/,0,-10%,0%,-1%
COc1ccc(CNc2nc(-c3ccco3)nn2S(=O)(=O)c2ccc3ccccc3c2)cc1OC,13%,/,9,/,-27%,/
CC(=O)Nc1ccc(S(=O)(=O)N2CCN3CCCC3C2)cc1 (configuration not stated),-1%,-5%,12,-1%,-25%,7%
Cc1ccc(C)c(OCCn2ccnc2)c1,-9%,-29%,/,?,0%,-13%
COc1ccc(CSCC(=O)N/N=C/c2ccccc2OCc2ccccc2)cc1,?,?,-25,-25%,-28%,27%
OCC(CO)(CO)NCc1ccc(-c2ccccc2)cc1,-12%,-13%,-12,2%,-3%,1%
Cc1ccc(NC(=O)C2CCN(S(=O)(=O)c3ccc4c(c3)NC(=O)C(C)S4)CC2)c(C)c1 (configuration not stated),1%,/,0,?,-1%,4%
CN(C)c1nc(Oc2ccc(OCCOc3ccccc3)nn2)nc(N(C)C)n1,-4%,-1%,-20,-3%,23%,5%
COC(C[C@@H](O)CC(=O)[C@@H](C)OCc1ccccc1)OC,-1%,7%,-4,35%[activator],1%,11%
COc1cc(SC)ccc1C(=O)Nc1ccc2c(c1)OCCO2,-10%,-12%,37,?,11%,5%
COc1ccccc1C(CNC(=O)COc1ccccc1C)N1CCCC1 (configuration not stated),-13%,/,?,10%,-10%,1%
Cc1ccc2c(CNCCc3ccco3)c(C(=O)O)n(Cc3ccc(F)cc3)c2c1,0%,/,-109*,/,40µM*,/
Cc1ccccc1N=C1Nc2ccccc2N[C@]12C[C@H]1CCC(=O)N3CC[C@@H](C2)[C@@H]13,/,/,3,19%,/,-7%
CCOC(=O)c1ccc(N2N=C(C)/C(=C/C=C/c3ccco3)C2=O)cc1,0%,0%,8,-10%,?,-11%
CSc1ccccc1NC(=O)CN(C)CC(=O)Nc1ccc(Cl)cc1[N+](=O)[O-],-5%,-24%,-27,-2%,-15%,23%
O=C(CN1CCCN(Cc2ccc(F)cc2)S1(=O)=O)NCc1ccccc1Cl,11%,/,0,/,-5%,/
N/C(=N\OC(=O)C1CCCCC1)c1cccnc1,0%,-23%,33,10%,1%,-2%
Cc1ccc(NC(=O)Cc2nc(COC(=O)C(C)NS(=O)(=O)c3ccc(C)cc3)cs2)cc1 (configuration not stated),0%,/,66,-4%,?,61%[activator]
Nc1cc(-c2ccc(Br)cc2)nn1S(=O)(=O)c1ccccc1,-11%,-1%,?,6%,-14%,3%
S=C(NCc1ccco1)Nc1ccc(Cl)cc1,-9%,2%,-10,28%,?,-4%
O=C(Nc1ccc(SC(F)(F)F)cc1)c1ccccn1,3%,-7%,46,8%,2%,-4%
NS(=O)(=O)c1ccc(CCNC(=O)COC(=O)COc2cccc(C(F)(F)F)c2)cc1,?,/,-3,-1%,7%,3%
COC(=O)c1ccc2c(c1)N(Cc1cc(C)ccc1C)C(=O)c1ccccc1S2(=O)=O,-2%,/,0,/,2%,/
Cc1ccc(NC(=O)CN(C)C(=O)Cc2ccc(Cl)c(Cl)c2)cc1,?,-5%,7,-4%,5%,-6%
Cc1csc(NC(=O)c2cc(-c3ccncc3)nc3ccccc23)n1,5%,0%,-39,?,-9%,-7%
Cc1cc(C)c(S(=O)(=O)Nc2nccs2)c(C)c1,-15%,-29%,47,18%,5%,0%
Cc1ccccc1NC(=O)CCn1cnc2onc(-c3ccc(F)cc3)c2c1=O,-2%,/,-39,/,0%,/
Nc1cc(=O)[nH]c(SCC(=O)Nc2ccc(Oc3ccccc3)cc2)n1,2%,/,-19,-25%,27%,-9%
CCC(=O)N1C(C(=O)N2CCCC2)CSC1c1ccc(OC)cc1 (configuration not stated),-10%,8%,-23,?,0%,-8%
O=C(C1CC1)N1CCN(C(c2ccccc2)c2ccccc2)CC1,0%,9%,-10,0%,?,-4%
O=c1[nH]c(=O)n([C@H]2C[C@H](O)[C@@H](CO)O2)cc1Br,4%,6%&-2%,-25,6%,-4%,-7%
CC(C)(C)c1ccc(OCc2cnc(Cl)s2)cc1,-4%,-4%,-17,-19%,/,2%
Cc1ccc(NC(=O)[C@H](NC(=O)[C@@H]2Cc3ccccc3CN2)c2ccccc2)cc1C,-8%,/,/,-1%,-3%,67%[activator]
O=C(Nc1ccccn1)c1ccc(S(=O)(=O)N2CCCCCC2)cc1,?,/,43,-14%,-14%,-8%
COc1cccc(C2N(c3ccc(Cl)c(Cl)c3)C(=O)C3CCCN32)c1OC (configuration not stated),2%,-3%,18,8%,1%,-11%
O=C(NNC(=O)C1CCCC1)c1ccccc1F,-6%,5%,-16,10%,-8%,25%

Nothing new here: an excerpt of the list.
compound,AmpC inh detg,FBPA Giardia inh,HCMV inh,HCV inh,Sm TGR block,AMA1 RON2 block
S=C(NCc1ccco1)Nc1ccc(Cl)cc1,-9%,2%,-10,28%,?,-4%
O=C(Nc1ccc(SC(F)(F)F)cc1)c1ccccn1,3%,-7%,46,8%,2%,-4%
NS(=O)(=O)c1ccc(CCNC(=O)COC(=O)COc2cccc(C(F)(F)F)c2)cc1,?,/,-3,-1%,7%,3%
COC(=O)c1ccc2c(c1)N(Cc1cc(C)ccc1C)C(=O)c1ccccc1S2(=O)=O,-2%,/,0,/,2%,/
Cc1ccc(NC(=O)CN(C)C(=O)Cc2ccc(Cl)c(Cl)c2)cc1,?,-5%,7,-4%,5%,-6%
Cc1csc(NC(=O)c2cc(-c3ccncc3)nc3ccccc23)n1,5%,0%,-39,?,-9%,-7%
Cc1cc(C)c(S(=O)(=O)Nc2nccs2)c(C)c1,-15%,-29%,47,18%,5%,0%
Cc1ccccc1NC(=O)CCn1cnc2onc(-c3ccc(F)cc3)c2c1=O,-2%,/,-39,/,0%,/
Nc1cc(=O)[nH]c(SCC(=O)Nc2ccc(Oc3ccccc3)cc2)n1,2%,/,-19,-25%,27%,-9%
CCC(=O)N1C(C(=O)N2CCCC2)CSC1c1ccc(OC)cc1 (configuration not stated),-10%,8%,-23,?,0%,-8%
O=C(C1CC1)N1CCN(C(c2ccccc2)c2ccccc2)CC1,0%,9%,-10,0%,?,-4%
O=c1[nH]c(=O)n([C@H]2C[C@H](O)[C@@H](CO)O2)cc1Br,4%,6%&-2%,-25,6%,-4%,-7%
CC(C)(C)c1ccc(OCc2cnc(Cl)s2)cc1,-4%,-4%,-17,-19%,/,2%
Cc1ccc(NC(=O)[C@H](NC(=O)[C@@H]2Cc3ccccc3CN2)c2ccccc2)cc1C,-8%,/,/,-1%,-3%,67%[activator]
O=C(Nc1ccccn1)c1ccc(S(=O)(=O)N2CCCCCC2)cc1,?,/,43,-14%,-14%,-8%
COc1cccc(C2N(c3ccc(Cl)c(Cl)c3)C(=O)C3CCCN32)c1OC (configuration not stated),2%,-3%,18,8%,1%,-11%
O=C(NNC(=O)C1CCCC1)c1ccccc1F,-6%,5%,-16,10%,-8%,25%

Next entries:
compound,AmpC inh detg,FBPA Giardia inh,HCMV inh,HCV inh,Sm TGR block,AMA1 RON2 block
CC(=O)Nc1nc(C)c(C(C)C)s1,4%,-1%,-31,14%,30%,0%
COc1cc(NC(=O)c2ccc3c(c2)OCO3)c2ncccc2c1,7%,-5%,9,?,3%,11%
Cc1ccc(-n2cc(C(=O)c3ccccc3O)cn2)cc1,?,2%,-15,2%,-21%,0%
Cc1ccc(S(=O)(=O)NCCCC(=O)N2CCC(C)CC2)cc1,?,-4%,-14,-2%,4%,4%
Nc1ncnc(Nc2ccccc2Cl)n1,-1%,-1%,-20,-3%,0%,0%
CCCn1c2ccccc2c2nnc(SCc3[nH]c(=O)[nH]c3C(=O)CCCCC(=O)OCC)nc21,-1%,3%,?,-26%,-8%,14%
O=C(COC(=O)C1CCN(S(=O)(=O)c2ccc(Cl)c(C(F)(F)F)c2)CC1)NCc1ccco1,-6%,/,-20,38%[activator],-8%,0%
CN(C)CCn1c(=O)n(Cc2ccccc2)c(=O)c2c3c(sc21)CCCCC3,-2%,-2%,0,7%,6%,?
COc1cccc(NS(=O)(=O)c2ccc(OC)c(OC)c2)c1,?,-10%,5,-15%,-5%,-7%
COc1cccc(-c2nc(NC(C)(C)C)c3ccccc3n2)c1O,?,-11%,11,?,-8%,-20%
CC(NC(C(=O)c1ccccc1)c1ccccc1)c1ccccc1 (configuration not stated),/,/,16,1%,/,19%
On1c(-c2ccccc2Cl)nc2ncccc21,-11%,-12%,24,1%,2%,-8%
NC(=O)CSc1nnc(COc2ccccc2)n1CCc1ccccc1,-2%,-1%,1,12%,13%,-1%
Cc1cc(C(=O)N/N=C/c2ccc(N(C)C)cc2)c2ccccc2n1,-6%,1%,3,-21%,-5%,-8%
